Bioassay records deposited in PubChem BioAssay by several laboratories.
GC-A act: GC-A (human) enzyme activation; HEK293 GC-A cells, cGMP TR-FRET, EC30 ANP; 0% at EC30 ANP, 100% saturating ANP; 370,000 compounds, 0.14% hits; AID 1671463; P16066; activation, % at 10 µM; in the data active = activation above about 40%
GAA850 FXN act: activators of GAA850 frataxin (FXN) promoter | HEK293 lucGAA850 FXN promoter luciferase reporter, 24 h; percent of 10 µM SAHA response | activation, % at 6 µM | 360,000 compounds, 0.56% hits | AID 540364;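 active = activation above the average of all compounds screened plus 3 SD, cutoff fixed separately per campaign, cut at about 7.5% in these data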;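 also: 0% = DMSO wells and 100% = 10 µM SAHA wells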
ADAM10 inh: inhibitors of human ADAM10. O14672. recombinant ADAM10, EDANS/DABCYL FRET peptide cleavage, 3 h. inhibition, % at 7 µM. 370,000 compounds, 0.62% hits;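 active = inhibition above a per-campaign cutoff equal to the mean of compounds falling between control-based bounds plus 3 SD, cut at about 20% in these data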;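 also: 0% = DMSO wells while the 100% control is not disclosed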
rCAG binder: r(CAG) repeat RNA binding; inhibition, % at 3 µM; TO-PRO-1 dye displacement fluorescence; 370,000 compounds, 1.3% hits;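 active = inhibition above the plate cutoff, the mean of all test compounds on that plate plus 3 SD, cut at about 35% in these data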;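 also: 0% = DMSO alone and 100% = 100 µM mitoxantrone as full dye displacement; higher means more dye released from RNA so lower well fluorescence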
GC-B act: GC-B (human) receptor activation. P20594. 370,000 compounds, 0.11% hits. activation, % at 10 µM. AID 1920062. HEK293-GC-B cells, CNP EC30, cGMP TR-FRET; 0% at EC30 CNP, 100% saturating CNP;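 active = activation at 10 µM reaching about 35% in either raw or pattern-adjusted values, limit read from the data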
KLK7 zymogen act: activates the human kallikrein-7 zymogen; P49862; purified proKLK7, EDANS-DABCYL substrate fluorescence; 100% is mature enzyme control, 0% vehicle; activation, % at 7 µM; 370,000 compounds, 0.9% hits; AID 652039;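 active = activation above the mean of all tested compounds plus 3 SD, computed per campaign excluding outliers beyond control limits, cut at about 13% in these data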
DDE Tn6 FP inh: DD(E)-Tn6 binding inhibition, primary FP screen | Fibrin DD(E) TRITC-Tn6 fluorescence polarization displacement | AID 720509 | 370,000 compounds, 0.21% hits | inhibition, % at 8.3 µM | P02675;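 active = inhibition above a per-campaign cutoff: mean of compounds within control limits plus 3 SD, cut at about 15% in these data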;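 also: 0% = median of all compound wells on the plate and 100% = blocking peptide control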
Target sequence (P02675 whole entry, looked up): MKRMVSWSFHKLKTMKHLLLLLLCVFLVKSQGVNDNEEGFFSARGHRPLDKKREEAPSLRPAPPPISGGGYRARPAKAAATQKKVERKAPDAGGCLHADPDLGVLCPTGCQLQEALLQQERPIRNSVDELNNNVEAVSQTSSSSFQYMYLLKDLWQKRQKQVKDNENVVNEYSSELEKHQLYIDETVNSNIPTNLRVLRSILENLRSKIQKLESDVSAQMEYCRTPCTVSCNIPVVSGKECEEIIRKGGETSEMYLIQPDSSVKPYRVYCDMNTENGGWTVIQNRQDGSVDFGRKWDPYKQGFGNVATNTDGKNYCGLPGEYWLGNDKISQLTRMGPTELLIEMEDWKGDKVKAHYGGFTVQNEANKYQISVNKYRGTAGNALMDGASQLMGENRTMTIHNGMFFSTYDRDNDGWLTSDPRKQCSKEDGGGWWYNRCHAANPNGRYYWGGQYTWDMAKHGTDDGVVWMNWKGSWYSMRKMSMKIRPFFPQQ
ARFGAP1 inhibitor: inhibits rat ARF GTPase activating protein 1 | Q62848 | Arfgap1-stimulated ARF1 GTP hydrolysis, GDP FP detection | inhibition, % at 16.5 µM | 360,000 compounds, 0.26% hits;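 active = inhibition above a per-plate limit, mean inhibition of low control wells plus 3 SD, cut at about 25% in these data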;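 also: 0% = DMSO wells with enzyme and 100% = wells lacking Arfgap1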
Target sequence (Q62848 1-136 limits assumed): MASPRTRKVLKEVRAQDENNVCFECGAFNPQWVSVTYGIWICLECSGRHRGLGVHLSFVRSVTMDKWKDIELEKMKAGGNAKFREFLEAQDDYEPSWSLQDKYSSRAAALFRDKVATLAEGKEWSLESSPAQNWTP
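Replicates: Single well per compound | Assay system: Truncated rat Arfgap1 GAP domain | Control set: No-Arfgap1 wells (100%) versus DMSO full-reaction wells (0%) | Times: Enzyme reaction 120 min at 25 °C after 20 min preincubation | Reagent: Human ARF1(Δ1-17)-GTP substrate | Measured by: Tracer-displacement fluorescence polarization with EDTA stop, 620/688 nm | Measure: Percent inhibition of Arfgap1-stimulated GTP hydrolysis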
ASAP1 inh: inhibitors of human ASAP1 ArfGAP activity. 360,000 compounds, 0.19% hits. Q9ULH1. ASAP1-stimulated ARF1 GTP hydrolysis, GDP FP detection. inhibition, % at 16.5 µM; in the data active = inhibition above about 25%;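 also: 0% = vehicle with enzyme and substrate and 100% = no enzyme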
Target sequence (Q9ULH1 325-724 limits assumed): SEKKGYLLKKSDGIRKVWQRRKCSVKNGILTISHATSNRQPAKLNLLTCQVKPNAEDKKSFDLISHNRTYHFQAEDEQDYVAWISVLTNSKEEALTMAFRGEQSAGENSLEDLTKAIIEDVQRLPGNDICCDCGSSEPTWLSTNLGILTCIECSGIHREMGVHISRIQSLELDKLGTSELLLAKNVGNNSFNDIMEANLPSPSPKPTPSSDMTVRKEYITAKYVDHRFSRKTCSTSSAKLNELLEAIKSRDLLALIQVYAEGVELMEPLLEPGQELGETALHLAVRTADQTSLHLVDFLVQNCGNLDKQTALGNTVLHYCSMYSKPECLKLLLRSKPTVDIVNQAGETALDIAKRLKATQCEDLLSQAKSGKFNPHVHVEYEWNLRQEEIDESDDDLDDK
HGIII-sPLA2 inh: Blocks human group III sPLA2 activity; 370,000 compounds, 0.56% hits; inhibition, % at 12.2 µM; QFRET BODIPY PC-A2 liposome hydrolysis, fluorescence;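 active = inhibition above mean plus 3 SD of compounds lying within the high and low control bounds, cut at about 19% in these data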;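 also: 0% = median of test compound wells and 100% = no enzyme DMSO wells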
The depositor's hits bear a star; / = no result given.

SMILES	ASAP1 inh	GC-B act	GAA850 FXN act	DDE Tn6 FP inh	ARFGAP1 inhibitor	HGIII-sPLA2 inh	ADAM10 inh	GC-A act	rCAG binder	KLK7 zymogen act
COC(=O)c1c(-c2cc(OC)cc(OC)c2)sc2ccc(OC)cc12	14	-1	2.0	-3	3	-11	-8	-4	4	-1.0
O=C1OC(c2ccc(O)cc2)(c2ccccc2O)c2ccccc21 (stereo not drawn)	0	0	1.1	7	-4	-31	8	-1	5	0.3
COc1ccccc1Cc1c(C2CCCCC2)nc2ccc(Cl)cn12	-2	-1	/	-3	-2	-8	-12	-5	2	-0.1
Cc1ccc(C(=O)NCc2ccc(F)cc2)cc1NC1=NC2CS(=O)(=O)CC2S1 (stereo not drawn)	-5	-8	0.8	3	14	4	3	-1	4	0.3
CCC(=O)Nc1c(C)ccc2nsnc12	3	-7	-0.2	-12	18	8	-8	-1	1	-1.0
Cc1cc(-c2cc(N)n(-c3ccccc3)n2)c(C)n1C1CCCC1	1	-2	-1.7	-3	6	5	-13	3	11	-0.1
Cc1ccc(Cn2cccc(NS(C)(=O)=O)c2=O)cc1	4	-2	-2.4	1	-6	1	-12	3	1	-0.5
O=C1CCCC(O)=C1C=Nc1cccc(C(F)(F)F)c1	0	-2	-0.2	2	-5	3	-4	-1	1	0.2
CCOC(=O)c1nn2c(C(F)(F)F)cc(-c3ccc(OC)cc3)nc2c1Br	6	-8	1.0	0	9	1	-10	-4	3	0.0
CCn1c(COc2ccccc2C)nnc1SCC(=O)N1CCCCC1	-3	6	-1.2	6	13	5	-13	5	-2	0.2
O=C(NCc1nc(-c2ccc(C(F)(F)F)cc2)no1)Nc1ccc(OC(F)(F)F)cc1	1	7	0.1	2	-7	-4	-2	-1	-1	0.0
COc1cccc(Nc2nnc(SCc3cc([N+](=O)[O-])cc4c3OCOC4)s2)c1	-4	-1	-0.1	-5	4	-11	4	1	11	-0.6
CC(C)(C)N(Cc1ccccc1)C(=O)CCc1ccccc1	10	-11	1.7	8	-1	3	3	-10	-6	0.0
O=c1[nH]nc(SCc2nnc(-c3ccc([N+](=O)[O-])cc3)o2)n1C1CCCCC1	-1	0	1.5	8	2	-12	0	-1	-5	-0.1
CC1(C)N([O-])C2=C(c3ccccc3C2=O)[N+](=O)C1(C)C	1	-8	-1.0	1	-7	4	-7	0	4	-0.2
Cn1cc(CN2CCC(C(=O)N3CCCC3)CC2)c(-c2ccccc2F)n1	-7	-1	1.9	0	-9	1	-3	1	-5	0.4
Cc1cc(Cl)ccc1OCCCC(=O)NCCN1C(=O)S/C(=C\c2cccnc2)C1=O	-9	2	0.6	0	-3	0	4	-1	2	0.1
Cc1ccc(-n2c(C)nn(CCOc3ccccc3)c2=O)cc1	11	1	9.3*	3	14	5	2	-4	-4	-0.2
Cc1ccccc1C(=O)c1c[nH]c(C(=O)NCC2CCCO2)c1 (stereo not drawn)	-4	-5	-0.6	0	-4	3	9	-2	1	0.6
CC(C)Oc1ccc(CC(=O)NNC(=S)Nc2ccc(Br)cc2)cc1	4	1	1.5	0	2	-2	24*	-3	22	-0.4

Exported with two lines to a compound: entries from further up.
Order of results: ASAP1 inh	GC-B act	GAA850 FXN act	DDE Tn6 FP inh	ARFGAP1 inhibitor	HGIII-sPLA2 inh	ADAM10 inh	GC-A act	rCAG binder	KLK7 zymogen act
COc1cccc(Nc2nnc(SCc3cc([N+](=O)[O-])cc4c3OCOC4)s2)c1
    -4	-1	-0.1	-5	4	-11	4	1	11	-0.6
CC(C)(C)N(Cc1ccccc1)C(=O)CCc1ccccc1
    10	-11	1.7	8	-1	3	3	-10	-6	0.0
O=c1[nH]nc(SCc2nnc(-c3ccc([N+](=O)[O-])cc3)o2)n1C1CCCCC1
    -1	0	1.5	8	2	-12	0	-1	-5	-0.1
CC1(C)N([O-])C2=C(c3ccccc3C2=O)[N+](=O)C1(C)C
    1	-8	-1.0	1	-7	4	-7	0	4	-0.2
Cn1cc(CN2CCC(C(=O)N3CCCC3)CC2)c(-c2ccccc2F)n1
    -7	-1	1.9	0	-9	1	-3	1	-5	0.4
Cc1cc(Cl)ccc1OCCCC(=O)NCCN1C(=O)S/C(=C\c2cccnc2)C1=O
    -9	2	0.6	0	-3	0	4	-1	2	0.1
Cc1ccc(-n2c(C)nn(CCOc3ccccc3)c2=O)cc1
    11	1	9.3*	3	14	5	2	-4	-4	-0.2
Cc1ccccc1C(=O)c1c[nH]c(C(=O)NCC2CCCO2)c1 (stereo not drawn)
    -4	-5	-0.6	0	-4	3	9	-2	1	0.6
CC(C)Oc1ccc(CC(=O)NNC(=S)Nc2ccc(Br)cc2)cc1
    4	1	1.5	0	2	-2	24*	-3	22	-0.4

The list goes on:
SMILES	ASAP1 inh	GC-B act	GAA850 FXN act	DDE Tn6 FP inh	ARFGAP1 inhibitor	HGIII-sPLA2 inh	ADAM10 inh	GC-A act	rCAG binder	KLK7 zymogen act
Cc1cc(C)c(S(=O)(=O)N2CCCC(C(=O)NCc3ccccn3)C2)c(C)c1 (stereo not drawn)	0	-1	0.6	3	-14	-2	2	-4	-3	0.2
COc1ccc(NC(=S)NC(NC(=O)c2cccc(Cl)c2)C(Cl)(Cl)Cl)c([N+](=O)[O-])c1 (stereo not drawn)	9	-1	-4.9	-6	14	29*	13	1	24	0.6
COc1ccc(C2/C=C\CN(Cc3ccco3)CC(=O)N2Cc2ccc(F)cc2)cc1 (stereo not drawn)	-4	-4	-1.8	0	3	6	-12	-3	-1	0.2
N#CCSc1nnc(-c2ccccc2)c(-c2ccccc2)n1	-12	-6	-2.0	0	8	2	7	3	0	-0.2
N/C(=N\OC(=O)CSc1ccccc1)c1ccc([N+](=O)[O-])cc1	5	2	4.3	1	2	7	11	-1	-4	-0.3
CN(C)CC#Cc1cccc(-c2nc(C(=O)O)cc3c2[C@@H](CCO)N(S(=O)C(C)(C)C)C3)c1 (stereo partly drawn)	-1	8	/	2	-6	-1	-9	0	6	-0.1
Cc1cc(NC(=O)c2cccc(F)c2)ncc1NC(=O)c1ccco1	11	-2	1.3	2	6	-1	1	2	0	-0.6
CCOC1=C/C(=C/c2c(N)n3nc(CC(=O)N4CCCCC4)sc3nc2=O)C=CC1=O	-6	-3	-1.8	0	3	-35	-48	-2	21	-2.1
COc1ccccc1CN(C)C(=O)c1ccc2c(c1)NC(=O)CS2	9	4	-0.7	-5	-8	-2	-5	1	3	-0.5
O=C(NCc1cccs1)C1CCC(CNS(=O)(=O)c2cccs2)CC1 (stereo not drawn)	-4	4	-0.3	-3	12	-4	4	-1	-2	0.5
O=S(=O)(Nc1ccccc1)c1cccc2nsnc12	2	1	-0.4	5	-9	-6	3	0	1	0.5
COCCN1CCN(C(=O)C2CCC(=O)N(Cc3ccccc3OC)C2)CC1 (stereo not drawn)	-4	1	-0.9	2	5	2	2	-4	-4	0.2
COc1cc(C2C(C#N)=C(N)Oc3cc(C)n(CCN4CCOCC4)c(=O)c32)cc(OC)c1OC (stereo not drawn)	-11	0	-0.8	-3	6	3	0	-1	-1	0.6
O=C(O)CC1c2ccccc2CCN1S(=O)(=O)c1ccccc1 (stereo not drawn)	-4	6	0.5	-1	-6	2	1	5	0	0.8
Oc1ccc2ccccc2c1C=NN1CCN(Cc2ccc(Cl)cc2)CC1	/	-9	/	2	/	-1	-12	5	3	-0.2
Oc1ccc(NC(=S)Nc2ccc(O)cc2)cc1	-10	-2	-0.7	9	-1	-5	-3	5	4	0.0
COC(=O)CC1=C(C(=O)OC)C(c2cccs2)C(C#N)=C(N)O1 (stereo not drawn)	9	3	-3.0	14	9	-7	-36	-5	0	-1.5
CCOC(=O)c1[nH]c(C)c(C(=O)OCC(=O)N2CCc3ccccc32)c1C	6	3	-3.1	1	10	0	-1	9	-2	0.2
CS(=O)(=O)N(CC(=O)N1CCOCC1)c1cc(Cl)ccc1Cl	-1	7	1.7	0	1	0	2	3	3	0.1
C[C@@H]1COC(=O)[C@@H](Cc2ccc(F)cc2)C/C=C\C[C@H](CC(=O)N(CCO)Cc2ccccc2)C(=O)N1	-4	-1	-4.5	-6	1	-3	-17	0	-1	1.0

(cont.)
SMILES	ASAP1 inh	GC-B act	GAA850 FXN act	DDE Tn6 FP inh	ARFGAP1 inhibitor	HGIII-sPLA2 inh	ADAM10 inh	GC-A act	rCAG binder	KLK7 zymogen act
CN1CCN(CCP(=O)(c2ccccc2)c2ccccc2)CC1	6	-1	-1.5	-2	-14	1	-25	-2	-1	-0.2
c1coc(-c2nn3c(-c4ccco4)nnc3s2)c1	-8	-3	1.9	-2	6	-2	0	0	1	-0.7
O=C(C(c1ccccc1)c1ccccc1)N1CCN(c2ccccn2)CC1	11	-1	-6.5	-2	-1	3	-7	-6	-4	0.4
O=C(CCNc1cccc(Cl)c1)c1ccco1	3	-2	-2.6	-4	4	2	9	3	0	-0.6
CCc1nc2ccc(C(=O)NCCc3ccc(OC)cc3)cc2nc1CC	-5	6	0.8	-1	2	-4	7	7	-4	-0.1
CC(C(=O)Nc1ccc2c(c1)OCCO2)c1ccc([N+](=O)[O-])cc1 (stereo not drawn)	0	7	0.2	-3	3	3	8	-2	1	0.6
CCOC(=O)c1c(C)[nH]c(C(=O)OCC(=O)NCc2ccco2)c1C	-6	-4	-2.0	-4	-1	-8	-6	1	-1	0.6
O=C(O)c1ccc2nc(-c3ccccc3)c(-c3ccccc3)nc2c1	8	2	0.8	1	0	-8	-338	-2	7	2.7
COc1ccc(-c2cnc3c(NC(C)=O)cc(-c4ccccc4OC)cn23)cc1OC	17	32	0.3	3	-11	-12	-98	15	7	-2.0
COc1ccc(-c2cnnc(N/N=C/c3ccc(O)c(O)c3)n2)cc1	-10	-4	2.9	-1	-12	6	8	3	6	-0.6
CCCC(C)NC(=O)c1ccccc1SC (stereo not drawn)	-3	0	-0.6	8	6	4	6	0	3	0.0
C[C@H](CO)N1C[C@H](C)[C@H](CN(C)C(=O)c2ccccc2)OCc2ccccc2-c2c(n(C)c3ccccc23)C1=O	1	-1	8.5*	3	4	-24	6	1	0	-0.6
Cc1c(O)ccc(C(=O)CN2CCN(c3ccccc3)CC2)c1O	2	3	-1.8	2	-2	0	-122	-2	1	-0.9
N#CC1=C(N)OC2=C(CC/C2=C\c2ccccc2Cl)C1c1ccccc1Cl (stereo not drawn)	4	-8	1.1	-3	0	-9	-57	0	3	-1.2
CC(Oc1cc2oc(=O)c3c(c2cc1Cl)CCC3)C(=O)NCCN1CCOCC1 (stereo not drawn)	-1	1	0.0	-1	-7	12	-72	2	-6	0.6
